# Assay outcomes deposited in PubChem BioAssay by several laboratories.
# XIAP antagonists: XIAP antagonists, biochemical, IAP family, fluorescence polarization (AID 1018); XIAP BIR domain, fluorescence polarization peptide displacement; higher % means a stronger effect; one-dose displacement, % at 20 µM; IC50 in µM for titrated hits; actives 0.007% (n = 200,000); in the data active means displacement above about 50%; further: a part of the inactive calls stands beside numbers as strong as those of hits
# bCat nuc transl: modulators of beta-catenin nuclear translocation, primary screen, imaging, HeLa cells, immunofluorescence, high-content. nuclear translocation activity, % at 5 µM. actives 0.3% (n = 190,000). AID 1665, 2009;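 active means nuclear translocation activity above 50% at 5 µM, with a well cell count of 50 or more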;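 further: per-cell ratio of nuclear to cytoplasmic median beta-catenin stain intensity; plate controls were DMSO negative control for no effect and GSK-3 inhibitor IX positive control for full effect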
#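 Test system: HeLa cells, endogenous beta-catenin; Compound: single 5 µM dose plus 0.02–20 µM confirmation series; Times: compound exposure 24 h at 37°C; Signal: fluorescence imaging of beta-catenin antibody stain plus DAPI; Read-out: % activation, nuclear-to-cytoplasmic median beta-catenin signal ratio per cell.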
# WT yeast gro inh: growth inhibition of WT strain, primary screen, mitochondrial fusion inhibitor project, WT and mutant strains, chemical genetic; mitochondrial fusion phenotypic screen; inhibition, % at 10 µM; actives 2.1% (n = 190,000); AID 1362, 2008; in the data active means inhibition above about 58%; tested in S. cerevisiae
# Dynein transport: inhibitors of GR-EGFP nuclear translocation, primary screen, dynein cargo transport inhibitor project, imaging, high-content, 3617.4 mouse cells; z-score, hits read low; actives 0.47% (n = 220,000); test concentration mostly 20 µM; stimulated with dexamethasone, 1 µM; stronger effect = lower value;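 active means plate z-score of nuclear minus cytoplasmic receptor signal below a set negative limit, without overly bright fluorescence or cell loss, cut at about -3.5 in these data, passing the limit was not always enough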;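 further: z-score of nuclear minus cytoplasmic ring GR-EGFP intensity difference per well; some compounds called inactive have numbers as strong as hits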
#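 medium = tetracycline-free induction medium containing charcoal-stripped FBS | probe or stimulus = dexamethasone, 1.0 µM final | timing = 48 h induction, then 1 h compound, then 30 min agonist, 37 °C | detection = automated 10x imaging of fixed Hoechst-stained cells | read-out basis = nuclear versus cytoplasmic GR-EGFP signal, averaged per well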
# Ins promoter up: insulin promoter activators in MIN6 cells, imaging, high-content screening, mouse beta cells; AID 1625, 2009; z-score at 5 µM; actives 0.3% (n = 190,000); MIN6 insulin promoter-GFP reporter; stronger effect = higher value;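 active means z-score above 3 at 5 µM with at least 500 cells counted in the well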
# Autophagy HCS: autophagy modulators in MEF cells, primary screen, imaging, high-content, MEF GFP-LC3; MEF GFP-LC3 puncta imaging; test concentration mostly 10 µM; calls only at 10 µM (by protocol); actives 0.98% (n = 190,000); AID 463193, 2010;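 active means percentage of spot-positive cells more than 3 SD above its plate mean, without a fluorescence outlier flag or 80% toxicity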;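 further: spot-positive cell cutoff set from DMSO-treated cells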
# MT stabilize HCS: microtubule stabilizers in HeLa cells, primary screen, imaging, high-content imaging; HeLa tubulin immunostaining HCS, 24 h; share of cells brighter than vehicle mean+2SD; % tubulin-high responders, % at 10 µM; actives 0.83% (n = 200,000); AID 2205, 2009;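 active means plate Z-score above 3 for both tubulin-high and condensed-nucleus cell shares, with cell loss under 80%, at 10 µM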;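 further: anti alpha tubulin signal scored within the nucleus-defined area of each cell; some results filed as inactive read as strong as hits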
# Hep lipid drop: inhibitors of hepatocyte lipid droplet formation, primary screen, imaging, high-throughput imaging, BODIPY stain; AML12 mouse hepatocytes, oleate lipid droplets; actives 0.4% (n = 240,000); inhibition, % at 6.5 µM;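 active means lipid droplet intensity inhibited by at least 50%, with more than 500 cells counted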
#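 Material: mouse AML12 hepatocyte cell line, fixed after treatment; Timing: compound with oleate, overnight; Technique: high-content imaging of BODIPY-stained droplets and DAPI nuclei; Probe or stimulus: oleate, 100 µM final; Dosing: compound at 6.5 µM only.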
# CSM14.1 death rescue: rescue of cells from ER stress-induced death, primary screen, 384-well, CSM14.1, thapsigargin, ATP luminescence (AID 1222) | CSM14.1 thapsigargin-induced death rescue, ATP luminescence; higher % means a stronger effect | one-dose cellular ATP content (survival), % at 20 µM; EC50 in µM for titrated hits | 190,000 tested, under 10 active;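 active means EC50 below 50 µM in the dose-response confirmation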;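 further: death triggered by thapsigargin at about 15 µM added after 2 h compound pretreatment; cell ATP read after overnight thapsigargin exposure of roughly 18 to 22 hours; normalized against plate controls of thapsigargin alone and 5% DMSO vehicle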
# WT yeast gro inh mutant strain: recorded beside WT yeast gro inh, whose call it bears; inhibition, %; mitochondrial fusion phenotypic screen, mutant strain inhibition
# Dynein transport cytoplasmic EGFP: recorded beside Dynein transport, whose call it bears; z-score; measured here: cytoplasmic GR-EGFP intensity; stronger effect = higher value
# Dynein transport nuclear GR-EGFP: recorded beside Dynein transport, whose call it bears; z-score; measured here: nuclear GR-EGFP intensity;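 lower value marks the stronger effect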
# Dynein transport cell count: further read-out of Dynein transport, marked with its call; z-score; measured here: cell count per field
# Ins promoter up cell count: second read-out of Ins promoter up, no call of its own (marks repeat the call); cell count; measured here: cytotoxicity, nuclei count;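 total cells summed across four imaged fields per well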
# Hep lipid drop cells 6.5 µM: also measured in Hep lipid drop; calls as there; cell count; measured here: cell count, cytotoxicity flag;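 cells counted across two imaged fields per well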
# bCat nuc transl cell count 5 µM: further read-out of bCat nuc transl, marked with its call; cell count; measured here: cell count, cytotoxicity flag
# MT stabilize HCS Hoechst-high %: further read-out of MT stabilize HCS, marked with its call; % Hoechst-high responders; measured here: nuclear condensation Hoechst responders;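 share of cells brighter than vehicle mean plus two SD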
# MT stabilize HCS cytotoxicity %: also measured in MT stabilize HCS; calls as there; toxicity, %; measured here: cytotoxicity by cell density;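 0% = mean cell density of plate MIN control wells and 100% = no cells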
# Autophagy HCS cell loss 18 h: further read-out of Autophagy HCS, marked with its call; toxicity, %; measured here: cell loss, nuclei count;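 cell loss after 18 h compound exposure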
# * hit, by the source's call; i = inactive; . = no result given; + = active, no number.
SMILES,XIAP antagonists,bCat nuc transl,bCat nuc transl cell count 5 µM,WT yeast gro inh,WT yeast gro inh mutant strain,Dynein transport,Dynein transport cytoplasmic EGFP,Dynein transport nuclear GR-EGFP,Dynein transport cell count,Ins promoter up,Ins promoter up cell count,Autophagy HCS,Autophagy HCS cell loss 18 h,MT stabilize HCS,MT stabilize HCS Hoechst-high %,MT stabilize HCS cytotoxicity %,Hep lipid drop,Hep lipid drop cells 6.5 µM,CSM14.1 death rescue
COc1cc(/C=N/NC(=O)c2cc(C)oc2C)ccc1O,-4.0%,0.3,971,11,-5,0.25,-0.14,0.55,-1,-0.07,1287,i,1,6.2,3.5,0.5,-11,709,-1.3%
Cc1cccc(N2CC(C(=O)OCC(=O)c3ccc(OC(=O)c4cccs4)cc3)CC2=O)c1C (stereo not drawn),-0.3%,-0.2,1079,7,-7,-0.45,-0.44,-0.034,-0.13,.,.,i,19,2.1,1.3,7.7,-1,655,-1.6%
Cc1cccc(NC(=S)NCc2ccc3c(c2)OCO3)c1C,-4.0%,-8.0,595,23,2,1.9,-0.18,1,-1.6,-0.37,1253,i,6,1.5,2.6,7.0,-25,666,4.2%
COc1ccc(-n2c(C)cc(/C=C3\SC(=S)N(Cc4ccco4)C3=O)c2C)cc1,-4.7%,.,.,15,3,-0.43,3.7,0.05,0.33,2.8,1394,+,5.3*,1.5,2.6,4.5,46,569,-1.3%
O=C(C1=NN(c2ccccc2)C2C(=O)N(c3cccc(Cl)c3)C(=O)C12)c1ccccc1 (stereo not drawn),-8.6%,-0.9,1193,21,14,0.24,0.0064,0.34,-0.24,3.2*,1552*,i,6,3.3,2.4,4.7,1,634,-1.0%
Cc1nn(C)c(C)c1NC(=O)C12CC3CC(CC(C3)C1)C2,-2.5%,1.4,444,4,0,1,-0.19,1.4,-0.72,0.97,1223,i,23,2.1,1.4,3.8,-10,610,0.3%
CCNc1nc(NC(C)(C)C)nc(SCC(N)=O)n1,-3.5%,-1.9,1069,3,8,0.079,-0.22,0.25,0.14,-0.02,1539,i,-26,6.0,1.1,6.6,2,624,-0.2%
CCOC(=O)N1CCC(NC(=O)C2CCN(S(=O)(=O)c3c(C)noc3C)CC2)CC1,-2.2%,2.4,1102,-2,11,-0.076,-0.14,0.29,0.63,0.19,863,i,-5,1.3,1.7,6.5,-4,788,-0.8%
COc1ccc2c(c1)O[C@@H](c1ccc3c(c1)OCO3)[C@H](OC(=O)Nc1cc(OC)c(OC)c(OC)c1)C2=O,-6.8%,.,.,5,-23,-0.28,0.35,0.24,0.76,.,.,i,52,15,42,55,-4,748,-0.1%
CC(=O)Nc1nonc1NC(C)=O,-1.3%,1.1,1119,-13,-8,0.54,-0.32,0.59,0.37,0.23,1351,i,6,4.1,2.1,15,.,.,-0.1%
COc1ccc(CCNC(=O)C/C(C)=N/NC(=O)C2CCCCC2)cc1OC,-5.0%,0.6,960,-6,-2,-0.53,-0.29,-0.54,1.1,-0.28,1306,i,4,3.8,3.2,8.1,5,690,-1.8%
O=C(CSc1nnnn1-c1cccc(C(=O)O)c1)NC(c1ccccc1)c1ccccc1,-5.3%,-1.7,1057,-4,5,-0.74,-0.17,-0.24,0.59,.,.,i,9,1.3,1.7,5.7,0,736,1.5%
O=S(=O)(c1ccc(F)cc1)c1nc(-c2ccc(F)cc2)oc1NCCN1CCOCC1,-2.9%,-5.4,887,6,-7,0.085,-0.23,0.19,1,-0.19,866,i,-11,3.4,1.8,3.9,.,.,-0.4%
COc1coc(C(O)C[N+](=O)[O-])cc1=O (stereo not drawn),-6.4%,-1.8,553,-5,-5,-0.96,-0.29,-0.7,0.25,0.29,1262,i,-5,1.5,3.6,6.0,4,709,0.5%
Cc1ccc(OCC(=O)Nc2ccc3c(c2)nc2n3CCOC2)cc1,-0.3%,-3.6,1007,-15,-4,-0.098,-0.14,0.0014,0.84,0.13,1242,i,3,3.6,2.2,5.6,.,.,-2.2%
NC(=O)C1CCN(CC(=O)Nc2ccccc2Sc2ccccc2)CC1,-17%,6.2,1065,-4,-27,-0.098,-0.12,0.17,-1,0.28,1555,i,-13,3.1,3.2,4.1,-6,603,-1.5%
COc1ccc(OC)c(S(=O)(=O)Nc2ccc(O)c3ccccc23)c1,-6.3%,0.5,1035,62*,57*,-4.2*,0.93*,-2.2*,0.29*,-1.6,725,i,31,4.5,1.5,5.7,5,604,-3.7%
COc1ccc(OC)c(NC(=O)/C=C/c2ccccc2[N+](=O)[O-])c1,-2.7%,-2.0,979,3,-4,0.2,-0.21,0.24,-0.56,-0.44,1306,i,-11,2.9,2.4,9.2,3,681,-2.2%
Cc1ccccc1Cn1nc(C)c(NC(=O)C(F)(F)F)c1C,-14%,-2.0,596,-9,-4,-0.69,-0.33,-0.72,1.3,0.21,1302,i,-15,4.3,3.0,6.6,.,.,-0.5%
CCOC(=O)C1=NNC2(c3ccc(C)cc3)C(=O)N(c3ccc(Cl)cc3)C(=O)C12 (stereo not drawn),-1.0%,-2.5,1093,13,-6,-0.32,-0.23,0.15,-0.3,-0.21,1580,i,6,2.1,2.8,7.1,16,587,1.4%
O=C(NC1CC1)c1ccc2c(c1)ncn2C1CCCC1,-3.4%,-1.1,1384,14,16,-0.99,-0.38,-0.75,0.56,-0.23,1659,i,-66,3.2,3.3,10,.,.,-6.8%
Cn1c(=O)[nH]c(=O)c2[nH]c(NCCCN3CCOCC3)nc21,-1.8%,.,.,-5,0,-0.41,-0.15,0.18,-1.6,0.92,1238,i,-2,4.0,1.2,4.0,5,643,1.3%
CNc1cnn(-c2ccc(C)cc2)c(=O)c1Sc1ccc(C)cc1,-4.6%,-3.2,1137,1,-2,-0.019,-0.3,0.13,0.45,-0.15,1603,i,-23,2.0,1.0,3.6,30,684,1.4%
CC(C)Nc1nc(NC(C)C)nc(Nn2cnnc2)n1,-6.0%,-1.3,1454,-17,-5,0.38,-0.16,-0.32,0.42,-0.15,1437,i,8,3.4,1.6,13,-5,741,-0.1%

# Arranged by SMILES length (low to high): six of the compounds above.
SMILES,XIAP antagonists,bCat nuc transl,bCat nuc transl cell count 5 µM,WT yeast gro inh,WT yeast gro inh mutant strain,Dynein transport,Dynein transport cytoplasmic EGFP,Dynein transport nuclear GR-EGFP,Dynein transport cell count,Ins promoter up,Ins promoter up cell count,Autophagy HCS,Autophagy HCS cell loss 18 h,MT stabilize HCS,MT stabilize HCS Hoechst-high %,MT stabilize HCS cytotoxicity %,Hep lipid drop,Hep lipid drop cells 6.5 µM,CSM14.1 death rescue
CCNc1nc(NC(C)(C)C)nc(SCC(N)=O)n1,-3.5%,-1.9,1069,3,8,0.079,-0.22,0.25,0.14,-0.02,1539,i,-26,6.0,1.1,6.6,2,624,-0.2%
COc1cc(/C=N/NC(=O)c2cc(C)oc2C)ccc1O,-4.0%,0.3,971,11,-5,0.25,-0.14,0.55,-1,-0.07,1287,i,1,6.2,3.5,0.5,-11,709,-1.3%
CNc1cnn(-c2ccc(C)cc2)c(=O)c1Sc1ccc(C)cc1,-4.6%,-3.2,1137,1,-2,-0.019,-0.3,0.13,0.45,-0.15,1603,i,-23,2.0,1.0,3.6,30,684,1.4%
CCOC(=O)N1CCC(NC(=O)C2CCN(S(=O)(=O)c3c(C)noc3C)CC2)CC1,-2.2%,2.4,1102,-2,11,-0.076,-0.14,0.29,0.63,0.19,863,i,-5,1.3,1.7,6.5,-4,788,-0.8%
Cc1cccc(N2CC(C(=O)OCC(=O)c3ccc(OC(=O)c4cccs4)cc3)CC2=O)c1C (stereo not drawn),-0.3%,-0.2,1079,7,-7,-0.45,-0.44,-0.034,-0.13,.,.,i,19,2.1,1.3,7.7,-1,655,-1.6%
COc1ccc2c(c1)O[C@@H](c1ccc3c(c1)OCO3)[C@H](OC(=O)Nc1cc(OC)c(OC)c(OC)c1)C2=O,-6.8%,.,.,5,-23,-0.28,0.35,0.24,0.76,.,.,i,52,15,42,55,-4,748,-0.1%
